# Bioassay records: PubChem BioAssay, several laboratories
# iPSC survival up – enhancers of human iPSC single-cell survival; AID 602274; survival enhancement, % at 20 µM; hiPSC single-cell survival, ATPlite luminescence; 100% = ROCK inhibitor wells, 0% = DMSO; 0.044% of 360,000 active; in the data active means survival enhancement above about 18%;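 further: cells exposed to compounds for 16 hours before the ATP read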
# PDI turbidity – PDI (human) enzyme inhibition; P07237; AID 588391; inhibition, % at 10 µM; 0.052% of 350,000 active; PDI insulin aggregation turbidity, A650, 90 min;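 active means mean inhibition across replicates of 30% or more, whatever share of single replicates reach that level; inconclusive means mean inhibition below 30% while every single replicate reaches 30%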;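 further: absorbance from insulin aggregation driven by PDI reduction with DTT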
# Target sequence (P07237 whole entry, looked up): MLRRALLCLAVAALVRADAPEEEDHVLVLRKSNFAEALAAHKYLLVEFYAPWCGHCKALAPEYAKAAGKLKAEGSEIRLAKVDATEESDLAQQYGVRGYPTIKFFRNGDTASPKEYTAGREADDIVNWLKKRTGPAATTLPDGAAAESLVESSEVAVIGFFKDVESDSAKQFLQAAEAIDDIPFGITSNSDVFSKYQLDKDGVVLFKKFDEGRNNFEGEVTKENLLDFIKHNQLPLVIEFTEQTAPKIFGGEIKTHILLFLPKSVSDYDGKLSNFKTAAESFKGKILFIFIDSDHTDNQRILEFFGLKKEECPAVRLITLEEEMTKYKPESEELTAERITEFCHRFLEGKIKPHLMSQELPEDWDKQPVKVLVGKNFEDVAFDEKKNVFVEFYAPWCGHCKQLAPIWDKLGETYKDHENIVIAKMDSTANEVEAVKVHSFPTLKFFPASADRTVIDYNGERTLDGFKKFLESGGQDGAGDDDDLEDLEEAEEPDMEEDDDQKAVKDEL
# Peg3 promoter – inhibitors of Peg3 promoter | inhibition, % at 20 µM | 1.7% of 360,000 active | AID 588405 | HeLa PEG-Prom luciferase reporter, luminescence, overnight;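 active means inhibition of at least 50% at 20 µM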
# Vif imaging – inhibitors of HIV Vif; inhibition, % at 7.49 µM; 0.35% of 340,000 active; AID 602346; HEK293T cells, Vif self-association by quenched fluorescence, imaging, 24 h; in the data active means inhibition above about 50%, passing the limit was not always enough; inconclusive means no clear call, values can overlap the other calls; inactive means below about 31%; further: some results filed as inactive read as strong as hits
# aDG glyco up – increases alpha dystroglycan glycosylation | activation, % at 10 µM | Pro5-aDG cells, alpha-DG glycosylation AlphaScreen (IIH6); 0% Pro5, 100% B10-LARGE cell signal | AID 624168 | 0.22% of 360,000 active;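 active means activation of at least 8% versus controls, or a plate z-score of at least 8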;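 further: Pro5 are CHO cells carrying HIG-tagged alpha-DG that lacks glycosylation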
# NR2E3 ag-1 – activates human NR2E3 receptor. Q9Y5X4. CHO-S Gal4-NCOR/VP16-NR2E3 two-hybrid, luciferase. inhibition of corepressor binding, % at 3.98 µM. 0.35% of 360,000 active. AID 602229;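 active means inhibition above the mean of all tested compounds plus 3 SD, cut at about 70% in these data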;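 further: 0% = DMSO with NR2E3 transfected cells and 100% = cells lacking NR2E3 construct; higher means lower luciferase signal from less NR2E3 corepressor binding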
# Target sequence (Q9Y5X4 whole entry, looked up, the tested form may be a part): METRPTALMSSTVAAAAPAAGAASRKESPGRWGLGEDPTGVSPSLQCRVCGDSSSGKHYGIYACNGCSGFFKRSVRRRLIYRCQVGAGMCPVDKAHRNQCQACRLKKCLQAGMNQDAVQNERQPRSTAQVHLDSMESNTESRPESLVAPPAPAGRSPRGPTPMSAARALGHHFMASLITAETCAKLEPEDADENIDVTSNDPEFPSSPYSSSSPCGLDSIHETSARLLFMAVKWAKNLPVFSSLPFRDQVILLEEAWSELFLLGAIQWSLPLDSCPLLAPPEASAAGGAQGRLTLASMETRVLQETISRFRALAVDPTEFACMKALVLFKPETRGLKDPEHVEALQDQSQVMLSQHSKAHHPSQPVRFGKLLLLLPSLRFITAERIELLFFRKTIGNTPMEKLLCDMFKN
# CaV13 ICDI inh – Primary screen for inhibitors of IQ motif and Ca2+-dependent inactivation inhibitor domain binding in CACNA1D, Förster resonance energy transfer in living cells, … | 0.098% of 340,000 active | inhibition, % at 12.3 µM | HEK cells, CFP/YFP FRET ICDI-IQ, plate reader, 10 min; percent FRET-ratio fall versus neutral wells | AID 743397;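 active means mean replicate inhibition of at least 30% and at least 1% of replicates passing that level; inconclusive means only one of the two criteria is met; inactive means neither criterion is met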;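 further: 0% = median of the neutral control wells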
# NR2E3 ag-2 – agonists of human nuclear receptor NR2E3. Q9Y5X4. GST-NR2E3/biotin-RetCOR TR-FRET, 1536-well. inhibition of corepressor binding, % at 4.78 µM. 0.12% of 320,000 active. AID 2300;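 active means percent inhibition above the cutoff of mean plus 3 SD of all tested compounds, set per screening campaign, cut at about 20% in these data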;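 further: 0% = DMSO wells and 100% = biotin wells as full block of FRET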
#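 system = GST-tagged NR2E3 plus biotinylated RetCOR corepressor | input = 1.35 nM GST-NR2E3 | also added = 7 nM biotin-RetCOR | schedule = 5 h incubation at 4 °C | measured by = TR-FRET with europium anti-GST and streptavidin-D2, 340 nm excitation | read-out = percent loss of FRET ratio relative to control wells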
# Exocytosis inh – blocks lytic granule exocytosis; inhibition, % at 10 µM; AID 651702; TALL-104 LAMP-1 surface exposure, flow cytometry; cells stimulated with thapsigargin and PMA; 0.66% of 360,000 active;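 active means inhibition above about 55%, limit read from the data; inconclusive means no clear call, values can overlap the other calls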
# TRPM1 prom inh – reduces MITF-dependent TRPM1 promoter luciferase signal; SK-MEL-5 TRPM1 promoter luciferase, 24 h; inhibition, % at 12.5 µM; 0.83% of 330,000 active; AID 488899;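 active means mean inhibition across replicates of 60% or more, whatever share of single replicates reaches that level; inconclusive means some that reach 60%, reason not given; inactive means mean inhibition across replicates below 60%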; further: values of inactives mirror those of a sister screen read the other way
# HIF-2a inh – inhibitors of HIF-2a; 786-0 RCC cells HIF-2a reporter, luciferase luminescence, overnight; inhibition, % at 18.8 µM; 0.72% of 360,000 active; AID 624352;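 active means inhibition of the luminescence signal of 40% or more relative to plate controls, in a single-dose primary screen at 18.75 µM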
# Active calls of the source: *; ? = inconclusive; . = not tested or not shown.
SMILES,iPSC survival up,PDI turbidity,Peg3 promoter,Vif imaging,aDG glyco up,NR2E3 ag-1,CaV13 ICDI inh,NR2E3 ag-2,Exocytosis inh,TRPM1 prom inh,HIF-2a inh
COc1ccc(-c2nn(-c3ccccc3)cc2C(=O)NCC(c2cccs2)N2CCOCC2)cc1 (stereo not given),-0.5,0,4,7,1.1,1,-5,-3,-1,-13,3
CC(=O)OCC1(C)CN(c2ccccc2)N(C(C)=O)C1=O (stereo not given),0.2,3,2,.,0.4,-33,-4,3,0,0,4
Cc1ccc(C(=O)c2coc3ccc(OCC(=O)O)cc23)cc1,-2.1,-10,1,.,0.1,-89,.,-1,0,6,26
CCOC(=O)Cc1csc(NC(=S)NC(=O)c2ccc([N+](=O)[O-])cc2)n1,-1.0,10,9,-4,-0.3,-10,-5,-1,-4,-1,63*
S=C(NC1CCCC1)NN1CCOCC1,-2.5,-1,2,4,0.6,18,-7,0,-2,-6,10
N#Cc1ccccc1NC(=O)CN(Cc1ccccc1)Cc1ccccc1,-0.3,-2,25,-3,0.1,3,-4,-1,36,6,8
O=C(O)c1cc(-c2ccccc2)nc(-c2ccccc2)c1,-0.5,-2,12,-2,-0.4,13,-5,7,10,3,14
Cc1nc(-c2cccc(NC(=O)c3ccc(-n4nccc4C)cc3)c2)cs1,-0.5,-2,-59,-5,-0.1,-68,-6,1,6,-47,-182
CC(=O)c1ccc(NC(=O)CN2CCC(C(=O)c3ccc(F)cc3)CC2)cc1,0.9,0,-7,-4,0.1,-17,-3,0,-3,1,-10
O=C/C(=C\Nc1ccc(C(=O)N2CCOCC2)cc1)c1nc2ccccc2o1,-0.8,3,10,28,-0.1,-21,-5,-1,1,24,18
CCCCOc1cccc(C(=O)NC(=S)Nc2ccc(Cl)c(C(=O)O)c2)c1,-0.9,-2,9,-2,0.0,-9,1,-2,13,2,-16
CCOc1ccc(-c2csc(C3COc4ccccc4O3)n2)cc1 (stereo not given),-0.2,2,-214,0,0.0,-31,-5,3,2,-74,-275
CCC/C(=N/NC(=O)c1csc(C)c1C)c1ccc(Cl)s1,-0.3,5,13,-6,0.4,-76,-5,1,0,-21,-11
CN1CCN(C(=O)c2ccc3nc(-c4ccccc4)c(-c4ccccc4)nc3c2)CC1,1.5,-3,16,2,-0.1,7,-18,5,2,6,11
C=CCc1ccc(OCCOc2cccc3ccc(C)nc23)c(OC)c1,-3.2,-4,-86,-10,0.7,-30,-9,3,2,-6,-144
O=C(CN1C(=O)NC2(CCCCCCC2)C1=O)NCc1cccs1,-1.6,-3,5,0,-0.1,-12,8,2,-2,-10,5
Cc1nnc(NC(=O)CN2C(=O)NC3(CCCC3)C2=O)s1,-0.1,2,-8,-2,-0.1,-5,-15,0,4,-4,4
CCNC(=O)C1(C)CCN(Cc2ccc(C(F)(F)F)cc2)C1 (stereo not given),-2.8,4,-6,-1,0.1,-18,-10,.,4,.,11
COc1ccc(CCCNC(=O)C2Cc3c(-c4cccc(C(C)=O)c4)ccnc3O2)cc1 (stereo not given),-2.0,16,-10,-5,-0.2,26,-5,.,31,.,-1
Cc1ccc(C(=O)Nc2cccc(NC(=O)c3ccc(C)cc3)n2)cc1,-0.7,-2,-100,3,-0.1,-44,-21,0,-3,.,-111
c1ccc(CCC2Cc3ccccc3N2)cc1 (stereo not given),-0.3,-42,-80,9,0.1,-3,-10,-4,-6,-22,-63
COc1ccc2[nH]c3c(c2c1)CCN1C(=O)C(CC(=O)NCCC2=CCCCC2)C[C@H](C(=O)N2CCOCC2)[C@@]31CCC1CCCC1 (stereo not given in full),-2.5,2,46,-8,-0.1,-28,-6,.,-3,9,0
O=C1C(Cl)=C(N2CCC(C(=O)O)CC2)C(=O)c2ccccc21,-0.2,4,5,2,1.3,-18,.,-3,38,45,-7
COc1ccccc1N(CC(=O)N(CC(C)C)CC(C)C)S(=O)(=O)c1cccs1,0.7,0,0,3,0.2,-46,-3,-1,-1,8,17
Nc1nc(Cl)cc(Oc2ccc(Cl)cc2)n1,0.5,13,-58,0,-0.1,-3,-7,0,-2,-15,-30
CC1Sc2n(c3ccccc3[n+]2C)N=C1c1ccccc1 (stereo not given),-3.3,-2,20,-12,2.0,-11,-3,-4,-3,?,2
Cc1c(C(=O)N2CCCC2)c(S(=O)(=O)N2CCN(c3ccccc3F)CC2)c(C)n1C,-0.3,1,8,12,0.1,3,-5,-2,0,9,9
Cc1coc2c(C)c3oc(=O)c(CCC(=O)N4CCC(C(=O)NCCCC(=O)O)(c5ccccc5)CC4)c(C)c3cc12,0.5,-2,-17,0,0.1,-34,-4,4,1,11,5
Cc1cccc(C)c1N=C1SC(CC(=O)Nc2c(C)cccc2C)C(=O)N1CCc1ccccn1 (stereo not given),1.7,-26,25,-1,0.3,-5,-4,3,-1,0,24
O=C1NC(=O)/C(=C/c2ccc(-c3cccc([N+](=O)[O-])c3)o2)S1,1.0,-2,-63,-4,-0.1,-8,-18,.,9,-16,-195
O=c1[nH]cnc2c1nc(SCc1ccccc1)n2C1OC(CO)C(O)C1O (stereo not given),-2.8,11,10,5,-0.2,18,-4,1,-1,1,11
COc1cccc(C(=O)O/N=C(\N)c2ccc([N+](=O)[O-])cc2)c1,0.5,-3,-209,.,0.2,-40,-5,-2,-2,-23,-194
O=c1[nH]cnc2c1C(c1ccccc1)c1c(nc[nH]c1=O)O2,0.4,-1,-2,6,0.1,-24,-2,.,15,6,1
CCOC(=O)C1CCN(c2ccc(-c3cccs3)nn2)CC1,-0.7,-3,-32,-7,0.0,-60,-19,-5,0,-79,-4
C[C@H]1CN([C@@H](C)CO)C(=O)CCCn2nncc2CO[C@@H]1CN(C)Cc1ccccc1,-2.0,-3,7,.,0.2,-21,-7,.,6,.,12
CN(c1ccc(C(=O)Nc2cccnc2)cc1)S(=O)(=O)c1ccc(Cl)cc1,0.2,0,14,-16,-0.3,-39,-3,2,6,-10,14
CCOC(=O)CNC(=O)CN1C(=O)CC(c2ccco2)Sc2ccccc21 (stereo not given),0.0,0,-7,-9,0.0,-6,-19,0,4,-9,-17
O=C(OCc1cnc(Cl)s1)c1cccc(Cl)c1,-2.9,5,-11,0,0.0,-2,-4,3,-5,-13,26
CCS(=O)(=O)n1nc(C(=O)N2CCOCC2)nc1N,0.1,9,3,9,-0.3,-7,-4,2,-2,9,16
COc1ccc(-c2ccc(C(=O)O)o2)c([N+](=O)[O-])c1,2.9,-3,8,1,0.0,-15,-1,1,10,3,9

# Just HIF-2a inh and NR2E3 ag-2 (2 entries from above):
compound	HIF-2a inh	NR2E3 ag-2
CC1Sc2n(c3ccccc3[n+]2C)N=C1c1ccccc1 (stereo not given)	2	-4
Cc1c(C(=O)N2CCCC2)c(S(=O)(=O)N2CCN(c3ccccc3F)CC2)c(C)n1C	9	-2

# Next part
SMILES,iPSC survival up,PDI turbidity,Peg3 promoter,Vif imaging,aDG glyco up,NR2E3 ag-1,CaV13 ICDI inh,NR2E3 ag-2,Exocytosis inh,TRPM1 prom inh,HIF-2a inh
COc1cccc(NC(=S)N(CCc2nc3cc(C)c(C)cc3[nH]2)Cc2cccnc2)c1,-1.4,1,-31,26,0.6,-23,-9,2,-2,1,-53
CCN(CC)S(=O)(=O)c1cc(NC(=O)COC(=O)Cn2cnc3ccccc32)ccc1C,0.1,-1,7,-9,-0.1,10,-3,-1,3,-2,11
Cc1ccccc1N(C(=O)c1cccs1)c1nc2ccccc2s1,-0.6,-7,-2,14,0.8,-24,-4,8,-6,4,-32
CCOC(=O)Cn1c(=O)oc2cc(S(=O)(=O)Nc3cc(OCC)ccc3OCC)ccc21,0.7,-2,21,-8,0.0,5,-4,4,-2,-14,1
Cc1c2cnn(-c3ccccc3)c(=O)c2c(C)n1CCCC(=O)NCCN1CCN(C)CC1,1.0,1,0,-1,-0.1,-3,-15,3,-8,10,9
Cc1cc(C)cc(C(=O)NCC(=O)OC(C)C(=O)N(C)c2ccccc2)c1 (stereo not given),0.5,-2,6,-8,-0.1,-7,-3,0,-2,15,12
Cc1ccccc1N1CC(C(=O)NC2CCCC2)CC1=O (stereo not given),0.7,-30,6,33,-0.1,-24,-2,1,6,5,12
CCCNC(=O)COc1ncnc2sccc12,0.9,-2,1,9,1.4,14,-3,3,1,-11,10
O=C(NCc1ccc(F)cc1)c1cc2n(n1)C(C(F)(F)F)CC(C1CC1)N2 (stereo not given),3.9,10,13,14,0.1,-11,-6,-3,43,.,5
COC(=O)CSc1nnc(Cc2ccccc2)n1-c1ccc(C)cc1,-0.9,-3,-8,.,0.4,-13,-2,0,-1,-2,-6
CN(C)c1ccc(C(CNC(=O)c2cccs2)N(C)C)cc1 (stereo not given),-0.9,2,-116,-7,0.0,-39,-18,-2,0,-57,-91
C/C(=N\NC(=O)COc1ccccc1-c1ccccc1)c1ccc(O)cc1O,-0.3,4,41,-15,0.1,12,6,1,33,13,21
CCC(C)(C)n1nnnc1C(c1cccs1)N1CCN(c2nc3ccccc3s2)CC1 (stereo not given),1.6,14,4,-54,1.0,-6,.,-1,20,18,6
COc1cccc(CC(=O)Nc2nc(-c3cccnc3)cs2)c1,2.5,6,-6,2,0.2,-10,-7,4,-2,0,-1
CCCC(NC(=O)CCc1c(C)c2cc3c(C)c(C)oc3cc2oc1=O)C(=O)NC(Cc1ccc(Cl)cc1)C(=O)O (stereo not given),-1.1,.,2,-9,-0.3,0,.,.,-7,.,12
COc1ccc(-c2ccc(C#N)c(SCC(=O)OCc3ccccc3)n2)cc1OC,-1.0,0,-5,1,2.4,-12,-6,-1,30,-2,3
CC(C)CC(c1nnnn1Cc1ccco1)N1CCN(C2CCCC2)CC1 (stereo not given),-2.3,-1,13,5,-0.2,-30,1,4,-4,1,15
O=C1CCCC(=O)N1c1ccc(N2CCOCC2)c([N+](=O)[O-])c1,2.9,-5,-1,-13,0.1,0,2,5,-1,5,12
O=C(COc1ccccc1C(=O)N/N=C\c1ccc(O)c(O)c1)N/N=C/c1ccc(O)c(O)c1,1.0,4,17,2,0.0,-39,.,11,-1,-2,6
CC(C)(C)c1cc(NC(=O)COC(=O)c2ccccc2)n(-c2ccccc2)n1,-2.7,4,-4,6,-0.1,-7,-11,.,1,.,-3
CN(C)CCNC(=O)c1cccc(-c2cccc3nccn23)c1,6.0,1,-15,-4,-0.2,11,-6,.,0,.,-15
CCOc1ccc(CCNC(=O)CCN2C(=O)COc3ccccc32)cc1OCC,-1.0,-1,5,0,0.1,-10,.,2,-1,-7,-6
